M1 PAM = potentiates human M1 receptor response to acetylcholine. P11229. CHO-K1 hM1, Fluo-8 calcium fluorescence, ACh EC20; 0% = ACh EC20, 100% = maximal ACh. activation, % at 3 µM. 0.088% of 360,000 active. AID 588819; in the data active means activation above about 19%, passing the limit was not always enough
OXTR ag = agonists of human oxytocin receptor | activation, % at 3 µM | P30559 | 0.32% of 320,000 active | CHO-OTR cells, Fluo-8 calcium fluorescence; normalized: DMSO 0%, oxytocin 100%;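 active means activation above the mean of all tested compounds plus 3 SD, cutoff set per screening run, cut at about 20% in these data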;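 further: peak over basal fluorescence ratio from a 100 s FLIPR kinetic read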
Target sequence (P30559 whole entry, looked up): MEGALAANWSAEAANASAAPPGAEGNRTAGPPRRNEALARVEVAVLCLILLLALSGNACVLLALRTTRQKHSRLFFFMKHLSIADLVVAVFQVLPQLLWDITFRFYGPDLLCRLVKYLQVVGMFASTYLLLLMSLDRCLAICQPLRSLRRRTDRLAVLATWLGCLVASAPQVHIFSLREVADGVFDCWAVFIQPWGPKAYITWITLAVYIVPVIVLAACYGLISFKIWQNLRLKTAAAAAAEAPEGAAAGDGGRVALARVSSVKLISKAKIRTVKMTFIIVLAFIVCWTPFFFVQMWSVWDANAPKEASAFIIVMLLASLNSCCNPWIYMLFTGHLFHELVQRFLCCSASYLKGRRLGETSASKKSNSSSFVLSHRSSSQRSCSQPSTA
CHRM1 agonist = human M1 muscarinic receptor agonism. 0.33% of 360,000 active. CHO-K1 hM1, Fluo-8 calcium fluorescence, agonist mode; 0% DMSO, 100% acetylcholine EC100. activation, % at 3 µM. P11229;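 active means activation above the run's mean compound activation plus 3 SD, cut at about 16% in these data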;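 further: peak over basal fluorescence ratio within a 140 s kinetic read after compound addition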
CHRM1 antagonist = antagonists of human M1 muscarinic receptor; AID 588852; P11229; CHO-K1 hM1, Fluo-8 calcium fluorescence, ACh EC80 antagonist; 1.3% of 360,000 active; inhibition, % at 3 µM;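 active means percent inhibition above its own plate's cutoff, namely the mean of that plate's compound wells plus 3 SD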;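 further: peak over basal fluorescence ratio during 140 s after agonist addition; 0% = ACh EC80 plus DMSO and 100% = DMSO alone without agonist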
CHO parental Ca = counter-screen: ATP calcium response change in parental CHO cells. parental CHO-K1, ATP-induced calcium, Fluo-8 fluorescence. inhibition, % at 5.6 µM. 0.63% of 330,000 active. AID 463079;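 active means inhibition above that plate's mean sample inhibition plus 3 SD, cut at about 26% in these data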;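 further: 0% = ATP-challenged DMSO wells and 100% = DMSO wells without ATP; some compounds past the cut are filed as inactive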
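test system = CHO parental line | reagent = ATP stimulus | measured by = intracellular calcium via Fluo-8 no-wash fluorescent dye | control set = ATP and no-ATP DMSO wells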
OXTR potentiator = potentiators of human oxytocin receptor; 0.061% of 320,000 active; P30559; activation, % at 3 µM; CHO-OTR cells, Fluo-8 calcium fluorescence, potentiator mode; 0% = oxytocin EC15, 100% = EC100;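 active means activation above that plate's cutoff, the mean activation of tested compounds plus 3 SD, cut at about 6.6% in these data, passing the limit was not always enough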;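 further: 100% uses oxytocin at 75 nM as the full agonist control; some results filed as inactive read as strong as hits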
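Assay system: CHO cell line stably expressing human OTR | Also added: Oxytocin at about EC15, sub-maximal agonist stimulus | Times: Compound 6 min at room temperature before oxytocin, 100 s read | Measured by: Fluo-8 intracellular calcium fluorescence, ex 470-495, em 515-575 nm | Controls: EC15 oxytocin alone as 0%, 75 nM oxytocin as 100%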
TAAR1 antag = antagonists of human TAAR1; CHO RD-HGA16 TAAR1, Fluo-8 calcium fluorescence, antagonist; inhibition, % at 3 µM; 1.5% of 360,000 active;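 active means inhibition above a per-plate cutoff, the mean inhibition of test compounds on that plate plus 3 SD, cut at about 49% in these data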;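 further: 0% = DMSO plus EC80 beta-PEA response and 100% = DMSO alone without agonist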
Target sequence (Q96RJ0 whole entry, looked up): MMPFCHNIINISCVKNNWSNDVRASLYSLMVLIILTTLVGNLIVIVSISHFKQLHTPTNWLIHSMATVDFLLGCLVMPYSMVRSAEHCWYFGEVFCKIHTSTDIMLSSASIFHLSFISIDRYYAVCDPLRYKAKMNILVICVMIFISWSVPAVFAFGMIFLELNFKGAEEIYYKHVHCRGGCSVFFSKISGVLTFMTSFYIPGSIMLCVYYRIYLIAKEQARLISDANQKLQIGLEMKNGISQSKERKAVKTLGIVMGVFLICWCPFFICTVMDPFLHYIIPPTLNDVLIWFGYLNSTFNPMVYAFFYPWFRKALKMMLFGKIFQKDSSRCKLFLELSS
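System: RD-HGA16 CHO cells with stable hTAAR1 and Gα16 | Probe or stimulus: EC80 β-phenethylamine stimulus | Dosing: 3 µM, single point | Times: Dye loading 75 min at 37 °C, then 30 min room temperature | Measured by: Fluo-8 calcium-sensitive fluorescence | Read-out basis: % inhibition of agonist calcium response | Replicates: n of 1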
V1aR counter = activates human V1a receptor in oxytocin agonist counter-screen. CHO-V1R cells, Fluo-8 calcium fluorescence, agonist mode; 0% DMSO, 100% 3 nM vasopressin. activation, % at 3 µM. 0.25% of 320,000 active. AID 2797;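 active means activation above the mean activation of all tested compounds plus 3 SD, per screening run, cut at about 20% in these data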;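 further: signal is peak over basal fluorescence ratio across a 100 second FLIPR read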
TAAR1 agonist = agonists of human TAAR1 | Q96RJ0 | CHO RD-HGA16 TAAR1, Fluo-8 calcium fluorescence; vehicle wells 0%, saturating PEA agonist 100% | activation, % at 3 µM | 0.99% of 360,000 active | AID 624467;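 active means activation above the mean activation of all test compounds in the run plus 3 SD, cut at about 38% in these data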
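Benchmarks: low control DMSO, high control PEA (EC100); System: CHO RD-HGA16 cells carrying human TAAR1 plus Gα16; Detection: Fluo-8 fluorescence, 5 s baseline then 140 s kinetic read; Schedule: 17-24 h plating, Fluo-8 75 min 37 °C, 30 min RT; Read-out basis: % activation from peak over basal fluorescence ratio, DMSO-to-PEA scaled.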
* hit, by the source's call; · = not tested or not shown. This is a random part of the collection; any-hit rate near 3.7%.

SMILES	M1 PAM	OXTR ag	CHRM1 agonist	CHRM1 antagonist	CHO parental Ca	OXTR potentiator	TAAR1 antag	V1aR counter	TAAR1 agonist
Cc1ccc(C(=O)Nc2sc(Cc3ccc4c(c3)OCO4)c(C)c2C(N)=O)cc1	-2.6	-1.4	-0.1	-3.2	-5.7	-2.2	-9.9	0.0	0.2
CCCc1cc(=O)[nH]c(SCCOC(=O)c2ccccc2)n1	13.2	-1.7	-3.8	-13.5	-11.2	4.0	-10.3	-1.4	19.6
Cc1cc(NC(=O)C2C3C(=O)N(Cc4ccc(Cl)cc4)C(C(=O)NC4CCCCC4)C34C=CC2(C)O4)no1 (stereo not drawn)	9.1	-1.1	-3.0	-11.9	-20.9	-7.7	-3.3	-0.6	17.9
Cn1cc(C=CC(=O)O)c2nccnc21	1.6	·	-0.3	-5.0	·	·	-23.1	·	1.1
O=C1/C(=C/c2ccco2)CCc2ccccc21	4.9	-1.7	-8.9	-2.2	4.6	-2.7	-7.3	-0.8	-1.4
CCc1nnc(NS(=O)(=O)c2ccc(NCc3cc(Br)ccc3O)cc2)s1	22.8	0.3	-2.3	-16.4	11.4	-2.1	·	1.8	·
Cc1cccc(CC2CC(=O)N(c3ccc(C)cc3Br)C2=O)c1 (stereo not drawn)	-9.0	-0.4	-1.6	13.2	-3.9	-10.0	13.6	1.6	5.6
C=CCc1cccc2cc(C(=O)NC(C)(C)C)c(=O)oc12	11.1	-0.2	0.4	-73.6	-3.9	3.0	-6.5	0.0	6.3
Clc1cccc(-c2cc3nc(NCCOc4ccccc4)ccn3n2)c1	8.3	·	1.6	-9.5	·	·	21.7	·	2.5
COc1cc2c(-c3ccc(O)cc3)nc3c(c(C)nn3-c3ccccc3)c2cc1OC	5.6	2.9	-2.5	-2.7	-7.5	-5.2	50.3*	7.3	40.5*
CCOc1ccc(Br)cc1S(=O)(=O)NCc1ccncc1	2.3	0.6	-4.7	-4.8	5.6	-6.4	-16.5	2.5	1.2
COC(=O)C(C)Sc1nc2c(cnn2-c2ccc(F)cc2)c(=O)[nH]1 (stereo not drawn)	9.3	0.2	-1.6	-19.3	8.5	-4.2	-4.7	-0.5	-0.2
COc1cc(C(=O)N2CCN(C(=O)c3cc(-c4ccccc4)n[nH]3)CC2)cc(OC)c1OC	-2.7	-0.6	-3.0	-0.3	-3.7	-5.7	-31.2	1.2	5.5
O=C(Nc1ccc(Cl)c(Cl)c1)c1ccccc1NC(=O)C1CC=CCC1C(=O)O (stereo not drawn)	2.6	·	-0.7	-6.4	·	·	-10.0	·	-0.2
CCCCNC(=O)Nc1nnc(SCC(=O)OCC)s1	12.2	-1.5	-5.9	-3.7	-1.6	-9.8	7.9	0.5	3.6

Some values from above.
Cc1cc(NC(=O)C2C3C(=O)N(Cc4ccc(Cl)cc4)C(C(=O)NC4CCCCC4)C34C=CC2(C)O4)no1 (stereo not drawn) in TAAR1 antag is entered as -3.3
CCCCNC(=O)Nc1nnc(SCC(=O)OCC)s1 in CHRM1 agonist is entered as -5.9
CCCc1cc(=O)[nH]c(SCCOC(=O)c2ccccc2)n1 in OXTR ag is entered as -1.7

Next section.
SMILES	M1 PAM	OXTR ag	CHRM1 agonist	CHRM1 antagonist	CHO parental Ca	OXTR potentiator	TAAR1 antag	V1aR counter	TAAR1 agonist
CCCS(=O)(=O)N1CCCC(C(=O)NCc2ccco2)C1 (stereo not drawn)	6.8	0.2	-4.0	-8.1	-10.4	-1.4	5.3	0.9	1.5
COC(=O)c1cc(C(=O)N2CCN(c3cccc(C)c3C)CC2)cc([N+](=O)[O-])c1	6.0	-2.9	-8.0	-1.1	-40.6	-31.5	5.8	-0.8	4.4
Cc1ccc(S(=O)(=O)N(C)CC(=O)N2CCCCCC2)cc1	2.4	-0.1	-2.8	-4.6	-14.7	-3.3	-22.4	0.1	0.5
Cc1ccc(CSCc2nnc(SCC(=O)N3CCN(c4ccccc4)CC3)n2C)cc1	-1.9	5.5	-1.6	3.0	-14.6	-13.5	22.4	8.3	3.9
COc1ccc(C2CC(=O)c3cnc(NC(=O)c4cccc(OC)c4)nc3C2)cc1 (stereo not drawn)	5.8	-0.6	-4.4	0.0	-16.0	0.5	-6.7	-1.2	8.1
Cc1ccc(C)c(-c2nn(-c3cc(N4CCN(CCO)CC4)ccc3[N+](=O)[O-])c(=O)c3ccccc23)c1	-0.2	12.2	-4.5	3.2	-4.8	-11.2	11.2	3.5	14.7
Cc1nn(CCC(=O)NNC(=S)Nc2ccc([N+](=O)[O-])cc2)c(C)c1[N+](=O)[O-]	13.1	0.3	-1.1	-10.6	-12.4	-8.2	-0.8	0.1	5.6
Cc1ccccc1CNC(=O)C1CCC(=O)N(CC2CCCCC2)C1 (stereo not drawn)	3.0	1.0	-0.6	-6.7	-15.2	-12.3	-22.5	0.9	1.7
O=C(CCCOc1ccc(Cl)cc1Cl)Nc1nnc(C2CC2)s1	4.3	-0.5	-2.8	-1.9	-19.9	1.7	-16.3	-1.4	0.0
Cc1ccc(Nc2nc(N/N=C/c3c[nH]c4ccccc34)nc(N3CCOCC3)n2)cc1	-2.7	-1.5	-6.1	-6.1	-33.0	-17.4	18.0	-1.0	5.8
CCOC(=O)N1CCN(C(=O)c2nn(-c3ccc(C)cc3)c(=O)c3c2c2ccccc2n3C)CC1	-1.1	0.2	-4.5	3.4	-6.7	-6.6	2.9	0.5	4.2
O=C(OCC#CCSc1nnc(-c2cccc3ccccc23)o1)c1ccc2ccccc2c1	3.1	3.1	-5.7	2.2	-1.9	0.1	3.8	3.0	4.7
CCN(CC(=O)Nc1ccc(NC(C)=O)cc1)C(=O)c1ccc2ccccc2c1	10.0	0.3	-1.1	-22.4	-12.4	-3.3	-29.6	-0.3	5.4
Fc1ccc(/C=N/Nc2ncnc3nc[nH]c23)cc1F	9.4	-0.1	-3.1	-12.7	4.0	-1.8	-4.7	-0.1	2.8
O=C(NCc1cccs1)C1CCCN(S(=O)(=O)c2cccc3cccnc23)C1 (stereo not drawn)	-1.9	-1.0	0.9	0.3	-12.6	3.4	10.0	1.3	0.8
Oc1cccnc1Sc1cccc(C(F)(F)F)c1	6.8	0.9	-4.9	-9.0	-8.0	-3.0	-4.2	1.2	-0.3
O=C(Oc1cccc(O)c1)C1CCCCC1	·	0.3	·	·	5.7	-3.5	·	1.3	·
COC(=O)c1sc(NC(=O)COc2ccccc2C)nc1C	5.5	0.1	-5.0	-7.4	-10.3	-2.5	-2.3	0.0	3.3
Cn1c(C(=O)NC2CC2)cc(=O)n(C)c1=O	10.3	-0.9	-7.5	-15.4	-2.7	-7.9	5.3	1.0	16.8
Cc1ccc(N(CC(=O)NC2CCCCC2)S(=O)(=O)c2cccs2)cc1	-0.3	-0.3	1.8	4.4	-7.1	2.2	-14.9	-0.3	-1.6
Cc1ccc(-c2noc(CSc3nnc(-c4ccncc4)n3-c3ccc(F)cc3)n2)cc1	0.8	0.1	-1.3	4.4	-19.5	-5.8	18.2	2.1	3.1
CC(C)(C)CC(C)(C)NC1=CC(=O)OC12CCCCC2	5.3	-1.8	-3.8	-6.9	-11.8	3.2	-15.5	-0.2	1.5
O=C(Cc1ccccc1[N+](=O)[O-])NCCSCc1c(F)cccc1Cl	2.7	-1.6	-2.4	1.6	-15.6	-13.6	-4.2	2.7	2.7
O=[N+]([O-])c1cc(C(F)(F)F)ccc1NCCCCNS(=O)(=O)c1ccc(Cl)cc1	-8.8	4.2	-5.4	18.0	9.0	-19.9	-6.3	6.5	1.6
CC(=O)Nc1ccccc1C(=O)C(=O)Nc1cccc(F)c1	3.7	5.2	-2.4	-26.1	-2.4	-8.5	1.6	0.2	7.0
COc1ccc(N2CCN(C(=O)c3ccccc3NC(=O)C3=C(C)OCCS3)CC2)cc1	6.1	-0.7	0.6	2.1	-2.3	-9.0	-7.2	0.2	-0.4
CCN(CC)C(=O)Cn1cc(S(=O)(=O)CC(=O)Nc2cc(C)on2)c2ccccc21	6.6	-0.4	-5.3	-8.2	-22.9	-4.0	-16.2	-0.3	3.6
C#CCOCCOCCOCCNc1nc(N2CCN(C(=O)CCCCCCCCCCNC(=O)Cn3cc(CCCCCN)nn3)CC2)nc(N2CCN(C(=O)CCCCCCCCCCNC(=O)[C@@H](CCC(=O)O)n3cc(CCCCCN)nn3)CC2)n1	-14.7	9.3	0.6	16.6	-9.2	-6.4	·	8.8	·
CN(C(=O)C1CCCN1S(=O)(=O)c1ccc(Cl)cc1)c1ccccc1 (stereo not drawn)	7.1	-0.1	-3.6	-4.0	-10.9	-6.2	-14.0	-0.4	0.4
CCc1ccc(OCCNc2cc(N3CCNC(C)C3)ccc2[N+](=O)[O-])cc1 (stereo not drawn)	-19.0	18.4	-2.2	26.8	7.5	-6.7	8.5	11.0	43.4*
Cc1cc(C)c(NC(=O)c2oc3ccccc3c2COc2ccccc2)c(C)c1	1.6	-1.3	-9.7	-15.5	-10.1	-10.9	-16.6	1.2	1.7
CCOC(=O)c1[nH]c2ccc(OC)cc2c1NC(=O)CN1CCc2ccccc2C1	-9.3	1.7	-1.8	22.6*	-7.3	-5.6	59.8*	0.9	16.8

Compound profiles, from the list above:
CCOC(=O)c1[nH]c2ccc(OC)cc2c1NC(=O)CN1CCc2ccccc2C1 reads M1 PAM: -9.3; OXTR ag: 1.7; CHRM1 agonist: -1.8; CHRM1 antagonist: 22.6*; CHO parental Ca: -7.3; OXTR potentiator: -5.6; TAAR1 antag: 59.8*; V1aR counter: 0.9; TAAR1 agonist: 16.8
CCc1ccc(OCCNc2cc(N3CCNC(C)C3)ccc2[N+](=O)[O-])cc1 (stereo not drawn) reads M1 PAM: -19.0; OXTR ag: 18.4; CHRM1 agonist: -2.2; CHRM1 antagonist: 26.8; CHO parental Ca: 7.5; OXTR potentiator: -6.7; TAAR1 antag: 8.5; V1aR counter: 11.0; TAAR1 agonist: 43.4*

Four compounds already listed, arranged by molar mass, ascending:
SMILES	M1 PAM	OXTR ag	CHRM1 agonist	CHRM1 antagonist	CHO parental Ca	OXTR potentiator	TAAR1 antag	V1aR counter	TAAR1 agonist
O=C(Oc1cccc(O)c1)C1CCCCC1	·	0.3	·	·	5.7	-3.5	·	1.3	·
Cn1c(C(=O)NC2CC2)cc(=O)n(C)c1=O	10.3	-0.9	-7.5	-15.4	-2.7	-7.9	5.3	1.0	16.8
CC(=O)Nc1ccccc1C(=O)C(=O)Nc1cccc(F)c1	3.7	5.2	-2.4	-26.1	-2.4	-8.5	1.6	0.2	7.0
O=[N+]([O-])c1cc(C(F)(F)F)ccc1NCCCCNS(=O)(=O)c1ccc(Cl)cc1	-8.8	4.2	-5.4	18.0	9.0	-19.9	-6.3	6.5	1.6

Compound activity deposited in PubChem by The Scripps Research Institute Molecular Screening Center.
